Screening data as filed in PubChem BioAssay.
PI4K2A inh: blocks human PI4K2A kinase activity; Q9BTU6; purified PI4K2A, ADP-Glo luminescence, 1 h; hits give low values; activity change, negative = inhibition, % at 76.9 µM; 420,000 tested, 0.13% active; in the data active means activity change below about -50%; inconclusive means mostly about -30% to -49%;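 further: -100% = wells without enzyme as full effect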
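PI4K2A activity was measured by ADP-Glo luminescence: enzyme (4 ug/mL stock) and phosphatidylinositol (1.2 mM stock) in Tris pH 7.5/MgCl2/EGTA/Triton X-100 buffer were reacted with ATP (300 microM stock) for one hour at ambient temperature.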
USP1-UAF1 inh: blocks the human USP1/UAF1 deubiquitinase complex; O94782; recombinant USP1/UAF1, Ub-Rhodamine cleavage fluorescence; Potency, µM (top dose mostly 57.1 µM), without a hit: top-dose activity change, negative = inhibition, most hits filed as inhibitors; 390,000 tested, 0.23% active; AID 743255; further: potency means the concentration at half of the fitted maximal effect; on the % scale 0 is the no-effect control and ±100 the full control effect; nearly all actives have a fitted effect of over 60% in size; inactives centre near -12
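Step one: compound is pinned into 1nM USP1/UAF1 in HEPES pH 7.8 buffer with TCEP. Step two: 15 min room-temperature incubation. Step three: Ub-Rho (150nM final) starts cleavage, tracked by fluorescence over six one-minute reads.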
TRHR ag: activates the human TRH receptor; TRHR cells, calcium flux fluo-8, FDSS agonist mode; activation, % at 2 µM; 360,000 tested, 0.18% active; in the data active means activation above about 30%; further: 0% is about no effect
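TRHR-expressing cells, plated overnight in medium with 10% serum, were loaded with fluo-8 calcium dye at room temperature. After a 10 s baseline, library compound was pin-added and calcium release was recorded kinetically (ex 480/em 530) as agonist response.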
IDH1 R132H inh: inhibitors of human mutant IDH1 R132H; AID 602179; IDH1-R132H enzyme, NADPH consumption, diaphorase/resazurin fluorescence; 390,000 tested, 0.093% active; Potency, µM (highest dose often 76.6 µM), inactives show at the highest dose activity change, negative = inhibition, most hits filed as inhibitors; further: potency means the concentration at half of the fitted maximal effect; on the % scale 0 is the no-effect control and ±100 the full control effect; nearly all actives have a fitted effect of over 65% in size
Target sequence (O75874 whole entry R132H, stated change not applied): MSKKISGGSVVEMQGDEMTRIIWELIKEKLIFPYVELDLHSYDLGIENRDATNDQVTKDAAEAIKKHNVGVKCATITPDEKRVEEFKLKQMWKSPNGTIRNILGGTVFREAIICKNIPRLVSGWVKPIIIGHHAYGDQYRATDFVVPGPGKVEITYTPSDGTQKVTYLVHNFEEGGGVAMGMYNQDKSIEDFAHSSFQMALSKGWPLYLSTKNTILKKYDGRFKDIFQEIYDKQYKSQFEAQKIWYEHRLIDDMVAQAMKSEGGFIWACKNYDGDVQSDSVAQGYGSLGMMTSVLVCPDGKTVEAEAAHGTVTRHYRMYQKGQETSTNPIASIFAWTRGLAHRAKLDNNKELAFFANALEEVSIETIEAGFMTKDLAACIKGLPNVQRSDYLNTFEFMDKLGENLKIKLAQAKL
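IDH1-R132H (0.5 ug/mL) preincubated 30 min with compound, then NADPH (0.016 mM) and alpha-KG (2 mM) added; 80 min at RT, pH 7.5. Remaining NADPH coupled via diaphorase/resazurin to fluorescence (540/590 nm); concentration-response curves normalized to no-enzyme control.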
rTrxR1 inhibitor: rat TrxR1 inhibition | recombinant rTrxR1, NADPH fluorescence consumption, selenite substrate | 390,000 tested, 1% active | Potency, µM (doses to about 114 µM), without a hit: top-dose activity change, negative = inhibition, most hits filed as inhibitors | O89049; further: potency means the concentration at half of the fitted maximal effect; on the % scale 0 is the no-effect control and ±100 the full control effect; nearly all actives have a fitted effect of over 65% in size
Target sequence (O89049 whole entry, looked up): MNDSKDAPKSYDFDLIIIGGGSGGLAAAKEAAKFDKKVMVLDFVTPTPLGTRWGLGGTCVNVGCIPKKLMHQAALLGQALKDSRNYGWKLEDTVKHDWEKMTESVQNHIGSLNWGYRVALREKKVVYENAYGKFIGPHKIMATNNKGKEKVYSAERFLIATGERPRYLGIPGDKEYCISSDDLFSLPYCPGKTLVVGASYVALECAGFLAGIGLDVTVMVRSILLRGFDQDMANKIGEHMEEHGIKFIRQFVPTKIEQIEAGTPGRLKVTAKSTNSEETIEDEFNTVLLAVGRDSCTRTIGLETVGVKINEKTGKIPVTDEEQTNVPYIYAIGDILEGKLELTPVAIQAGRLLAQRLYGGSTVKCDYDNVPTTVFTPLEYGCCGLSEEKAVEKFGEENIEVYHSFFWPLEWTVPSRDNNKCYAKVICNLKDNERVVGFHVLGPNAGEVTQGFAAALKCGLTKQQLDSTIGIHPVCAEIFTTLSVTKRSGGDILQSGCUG
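Rat TrxR1 (90 nM in the dispensed reagent) was pre-reduced with 400 uM NADPH for 5 min at room temperature, then incubated with compound for 15 min. After 400 uM selenite was added, NADPH fluorescence (Ex 340/Em 450 nm) was followed for 8 min.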
TRHR enhancer: allosterically enhances the human TRH receptor. TRHR cells, fluo-8 calcium fluorescence, EC20 TRH enhancement. enhancement, % at 2 µM. 360,000 tested, 0.66% active. AID 493056; in the data active means enhancement above about 30%; further: 0% is about no effect
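TRHR-expressing cells loaded with fluo-8 calcium dye were read kinetically (ex 480/em 530) during compound addition, then stimulated with an EC20 of TRH (10 nM final). Enhancement of the Gq-mediated intracellular calcium response was scored.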
D2 agonist: D2 dopamine receptor (human) agonism; P14416; HEK293 T-REx D2 cells, calcium flux agonist mode; activation, % at 2 µM; 340,000 tested, 0.53% active;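 active means activation over 3 SD above normal in the single-dose calcium agonist read, cut at about 30% in these data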; further: 0% is about no effect
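Calcium-flux readout, 1 cycle/sec over 180 s following compound pin transfer, in inducible HEK293 Trex D2 cells (force-coupled); dopamine controls included. Positive calcium responses during this window marked compounds as potential agonists.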
D2 antagonist: D2 dopamine receptor (human) antagonism; P14416; HEK293 TREx D2 cells, calcium flux, dopamine EC80; inhibition, % at 10 µM; 340,000 tested, 2% active; AID 485344; in the data active means inhibition above about 30%; further: 0% is about no effect
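Overnight-induced (tetracycline, 30 C) HEK293 T-REx cells carrying force-coupled D2 receive a no-wash calcium dye, then compound, then EC80 dopamine at 180 s; signals are read kinetically throughout.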
TrxR1 substrate: is turned over as a substrate by rat TrxR1 | purified TrxR1 substrate turnover, NADPH consumption readout | Potency, µM (titrated, usually from 114 µM), without a hit: at the highest dose activity change, negative = substrate turnover | 390,000 tested, 0.01% active | AID 588456; further: potency means the concentration at half of the fitted maximal effect; on the % scale 0 is the no-effect control and ±100 the full control effect; nearly all actives have a fitted effect of over 50% in size
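Rat TrxR1, dispensed at 90 nM, was prereduced with 400 uM NADPH (final) for 5 min at ~22 deg C, then incubated with compound 15 min before 400 uM selenite. A first-read NADPH fluorescence drop versus no-compound background flagged substrates.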
Starred values were filed as active, the others as inactive; ? = inconclusive; . = no result given; & = joins results of further samples; [ ] = another dose, or the depositor's remark. Unless noted, the call rests on the fitted dose curve; in most records, active means well fitted inhibition curve with a large enough effect; inconclusive means small, poorly fitted or top-dose-only effect; inactive means no such curve, though single readings can be large or run the other way.

SMILES | PI4K2A inh | USP1-UAF1 inh | TRHR ag | IDH1 R132H inh | rTrxR1 inhibitor | TRHR enhancer | D2 agonist | D2 antagonist | TrxR1 substrate
CC(NC(=O)c1ccc(CS(=O)(=O)c2cccc(C(F)(F)F)c2)o1)c1ccc2c(c1)OCCO2 (centres undefined) | 3 | -7% | -0.8 | 4% | -11%[57.1 µM] | 1 | -1.3 | 3 | 9%[57.1 µM]
CCOc1nc(-c2ccc(Cl)cc2Cl)ccc1C#N | -3 | -16% | 0.1 | 6% | -8% | 0 | -0.2 | 18 | 10%
CC(=O)c1cccc(NC(=O)C=C(C)C)c1 | -3 | ? | 0.7 | 1% | 14% | -4 | 0.6 | -7 | 11%
CC(=O)/C=C\c1cn(-c2ncc(C(F)(F)F)cc2Cl)c2ccccc12 | 7 | -17% | 0.0 | 6% | 6%[57.1 µM] | 4 | . | . | -11%
COc1ccccc1CNC(=O)C1CCN(c2ncnc3c2nc2n3CCCCC2)CC1 | -5&4 | -22%&-11% | -0.3&-1.2 | 2%&0% | 4%&11% | 3&7 | -0.2&-1.2 | -1 | 1%&1%
CSc1nc2ccccc2n1C(=O)Oc1ccccc1 | 1 | -15% | 0.4 | 1% | 10% | 0 | 0.8 | -10 | -4%
OCc1ccccc1N=c1ssnc1Cl | . | . | 0.4 | . | . | 0 | -0.6 | 1 | .
CC(C)(C)n1nc2c(c1NC(=O)COc1ccc(Cl)cc1)CSC2 | -1 | -19% | 0.2 | -6% | 9% | 2 | -0.1 | 5 | 2%
CC1CCN(C(=O)Cn2c(=O)n(Cc3ccc4c(c3)OCO4)c(=O)c3ccccc32)CC1 | -5 | 3% | -1.1 | 4% | 8%[57.1 µM] | -7 | 0.4 | -8 | 8%[57.1 µM]
COC(CNC(=O)CSCc1nc(-c2ccc(SC)cc2)oc1C)OC | 0 | -11% | -0.1 | 3% | ? | -3 | -0.6 | -1 | 4%
CCn1cc(CN2CCC(n3nccc3NC(=O)c3ccc(OC)cc3)CC2)cn1 | 4 | -15% | -0.8 | -6% | 4% | 1 | 2.8 | -12 | -1%
CC1CN(C(=O)COC(=O)c2cccc(NS(=O)(=O)c3ccccc3)c2)CC(C)O1 (centres undefined) | 1 | -6% | -0.3 | -11% | 14%[57.1 µM] | 3 | 0.1 | 4 | -6%[57.1 µM]
Cc1cc(OCC(=O)NC2CCN(Cc3ccccc3)CC2)c2c(C)cc(=O)oc2c1 | 11 | -21% | 0.1 | 1% | -11% | 1 | -0.4 | 54* | 56%[activator]
O=C(NCc1cccc(F)c1)C1CCCN(C(=O)N2CCOc3ccccc32)C1 (centres undefined) | -7 | -4% | 0.2 | -18% | 14% | -5 | 0.6 | . | 2%[11.4 µM]
COCCCNC(=O)c1ccc(CSc2nc3cccnc3n2Cc2ccc(OC)cc2)cc1 | 2 | -20% | -0.3 | 13% | -12% | 6 | 0.1 | . | -13%
CCOC(=O)Cc1cc(=O)n(-c2nc3ccccc3s2)[nH]1 | 5 | -7% | 2.0 | -10% | -4% | 0 | -1.6 | -2 | -13%
COc1cc(/C=C/c2cc(C(=O)O)c3ccccc3n2)ccc1OC(F)F | 3 | -10% | 0.4 | 5% | -4% | 11 | -0.1 | -22 | 42%[activator]
CC(=O)c1ccc(S(=O)(=O)Nc2ccc(-c3ccc(N4CCCCC4)nn3)cc2)cc1 | -2 | -17% | -0.2 | 0% | -2%[57.1 µM] | 31* | 1.0 | . | -9%[57.1 µM]
O=C(N/N=C/c1ccccn1)c1cccc([N+](=O)[O-])c1 | 0 | -2% | 0.5 | 0% | 7%[57.1 µM] | -3 | 2.4 | 9 | -10%
Clc1ccc(Oc2cnns2)c(Cl)c1 | 3 | -13% | -0.4 | -5% | 20%[57.1 µM] | -2 | -0.2 | -2 | 7%[57.1 µM]
O=C(NCC1CCCO1)c1ccc(COc2ccc(Cl)cc2)cc1 (centres undefined) | 3 | 1% | -1.9 | 9% | -2%[57.1 µM] | -1 | -1.7 | 20 | -1%[57.1 µM]
CCSc1nc2n(n1)C(c1ccc(C(=O)O)cc1)C(C(=O)Nc1ccccc1C)=C(C)N2 (centres undefined) | 3 | 5% | 0.3 | -11% | 9%[57.1 µM] | 6 | -0.2 | . | -2%[57.1 µM]
CSc1cc(C)c(OCC(=O)Nc2c(C)nn(C)c2C)c(C)c1 | -2 | -11% | 2.0 | 9% | -2% | 23 | -0.2 | -14 | -1%
Cc1nc(CC(=O)N/N=C/c2ccc(OCC(=O)O)cc2)cs1 | -9 | -12% | -1.4 | 0% | ? | 9 | -0.4 | 3 | -10%[57.1 µM]
COc1ccc(C2C3=C(CCCC3=O)N(CC(=O)O)C3=C2C(=O)CCC3)cc1Cl | 2 | -29% | 0.3 | 9% | 44%[activator] | -10 | -0.8 | -9 | 396%[activator]

Reprinted from the part before: three compounds, followed by the next part.
SMILES | PI4K2A inh | USP1-UAF1 inh | TRHR ag | IDH1 R132H inh | rTrxR1 inhibitor | TRHR enhancer | D2 agonist | D2 antagonist | TrxR1 substrate
CSc1cc(C)c(OCC(=O)Nc2c(C)nn(C)c2C)c(C)c1 | -2 | -11% | 2.0 | 9% | -2% | 23 | -0.2 | -14 | -1%
Cc1nc(CC(=O)N/N=C/c2ccc(OCC(=O)O)cc2)cs1 | -9 | -12% | -1.4 | 0% | ? | 9 | -0.4 | 3 | -10%[57.1 µM]
COc1ccc(C2C3=C(CCCC3=O)N(CC(=O)O)C3=C2C(=O)CCC3)cc1Cl | 2 | -29% | 0.3 | 9% | 44%[activator] | -10 | -0.8 | -9 | 396%[activator]
CC(C(=O)NCC1CCCCC1)N1CCN(S(=O)(=O)/C=C/c2ccccc2)CC1 (centres undefined) | 2 | 1% | -1.9 | 2% | 1% | -2 | 0.7 | 17 | -5%
CCN1C[C@@H]2[C@@H]3C(=O)N(Cc4ccccc4)C(=O)[C@@H]3[C@](C)(C1=O)N2C(=O)c1ccc(C(C)(C)C)cc1 | 1 | -12% | . | -5% | 8%[57.1 µM] | . | . | . | 7%[57.1 µM]
CCOc1ccccc1CNC(=O)c1cnc2sc(N3CCOCC3)nn2c1=O | -2 | -6% | -0.1 | -17% | -5%[57.1 µM] | -12 | 0.0 | . | 51%[activator][57.1 µM]
Cc1cccc(NC(=O)c2nc[nH]c2C(=O)Nc2ccccc2[N+](=O)[O-])c1 | -5 | -15% | 0.3 | 10% | 7% | 4 | 0.4 | -3 | 1%
Nc1ccn(C2CCCO2)c(=O)n1 (centres undefined) | -2 | 2% | . | 0% | 6% | . | . | . | -1%
Nc1nc2n(n1)C(c1ccccc1)CC(c1ccc(F)cc1)N2 (centres undefined) | -5 | -8% | -0.1 | -5% | 9%[57.1 µM] | -4 | -0.1 | 0 | 1%[57.1 µM]
COc1cccc(-c2nnc(SCC(=O)N3CCCC3=O)n2-c2ccccc2)c1 | -2 | -7% | -0.3 | 8% | 15% | 0 | -0.1 | 12 | 12%
CC(OC(=O)c1cc[n+]([O-])cc1)C(=O)NCc1ccccc1 (centres undefined) | -1 | -22% | -0.6 | 8% | 10% | 4 | 1.2 | -23 | 0%
COc1ccc(NC(=O)C#Cc2ccccc2)cc1 | -2 | 4% | -1.6 | 13% | 4%[57.1 µM] | -5 | 0.6 | 8 | 5%[57.1 µM]
O=C(CCCCCn1nnc2ccccc2c1=O)Nc1ccccc1Cl | 3 | -15% | -0.3 | 4% | 0%[57.1 µM] | -5 | 1.9 | 2 | 8%[57.1 µM]
CCN(CC)c1ccc(C(=O)OCC(=O)Nc2ncccn2)cc1 | -2 | ? | . | 2% | 6%[2.29 µM] | . | . | . | -3%[57.1 µM]
CCOC(=O)C1CCCN(/C=C2\SC(=S)N(CC)C2=O)C1 (centres undefined) | -2 | -11% | 0.0 | 12% | -7% | -5 | 1.2 | -3 | -1%
CCn1c(/C=N/NC(=O)c2ccc(OC)cc2)nc2ccccc21 | 3 | -9% | -0.8 | 6% | -20% | 5 | 0.1 | 15 | -7%
N/C(=N\OC(=O)c1ccc2ccccc2c1)c1ccccn1 | -58* | -18% | -1.4 | 12% | 17% | -1 | 0.7 | 8 | 6%
CCC(=O)Nc1ccc2c(c1)Cc1cc(NC(=O)CC)ccc1-2 | 4 | -10% | -1.0 | 0% | 16% | -6 | -0.8 | 7 | -2%
CCCCNc1c(-c2ccc(Sc3ccc(OC)cc3)cc2)nc2cc(C)ccn12 | -3 | -19% | . | 7% | -19%[57.1 µM] | . | . | . | 38%[activator][57.1 µM]
CN(C1CCCCC1)S(=O)(=O)c1cccc2nsnc12 | -5 | -25% | -0.3 | -10% | 15% | 0 | -1.2 | 32* | 0%
Cc1ccc(C)c(CS(=O)(=O)c2cn(CC(=O)N(C(C)C)C(C)C)c3ccccc23)c1 | 2 | 1% | 0.6 | -9% | 7% | -6 | -0.2 | . | 5%
Cc1ccc(S(=O)(=O)N2CCC(C(=O)OCC(=O)N3CCCC(C)C3)CC2)cc1C (centres undefined) | 7 | -19% | -1.5 | 3% | -4% | -3 | 0.8 | 1 | -8%
CC(C)n1ncc2c(C(=O)NCCc3ccc(F)cc3)cc(C3CC3)nc21 | 2 | -26% | 1.3 | 2% | 14% | -4 | -1.2 | 4 | 39%[activator]
c1ccc2[nH]c(CSc3nc4ccccc4s3)nc2c1 | 12 | -10% | -0.3 | 4% | -22% | 8 | -1.6 | 1 | -3%
COc1cc(-c2cc3nc4ccccc4n3c(N)c2C#N)cc(OC)c1OC | -2 | -1% | -0.5 | 0% | 24% | 0 | -0.4 | -7 | 60%[activator]
Cc1ccc2c(c1)C(O)(c1c(C)[nH]c3ccccc13)C(=O)N2 (centres undefined) | 4 | -21% | 1.0 | -6% | -5% | -4 | -0.2 | -20 | -1%
CCCC(O)(CCC)C(=O)NNc1ccccc1 | -2 | -16% | -0.8 | -2% | 14%[57.1 µM] | -3 | 0.2 | -34 | 7%[57.1 µM]
